IMPase Li cell: membrane-permeable IMPase blocker, potentiated with lithium; CHO-M1 cells, IP1 TR-FRET (IP-One), carbachol + lithium; 210,000 tested, 0.35% active; Potency, µM (highest dose often 59.4 µM), for the others: at the highest dose activity, negative = IMPase inhibition, usual class: inhibitors; AID 1457;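 also: IP1 builds up when IMPase is blocked and the TR-FRET signal falls; plate controls were basal vehicle for no effect and high inhibitor control for full effect; nearly all actives have a fitted effect of over 50% in size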
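Lithium-sensitised IP1 accumulation assay; M1-expressing CHO cells treated 30 min at 37C with compound. Competitive antibody detection by time-resolved FRET followed a 10 min room-temperature lysis step.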
NPSR antagonist: neuropeptide S receptor (human) antagonism, cAMP | 220,000 tested, 1% active | Q6W5P4 | Potency, µM (titrated, usually from 38.3 µM), for inactives: at the top dose activity change, negative = inhibition, most hits filed as inhibitors | CHO-NPSR cells, cAMP TR-FRET, antagonist mode | AID 1461; also: % is scaled to controls: 0 for no effect and ±100 for the full control effect; nearly all actives have a fitted effect of over 50% in size; many of its hits are not listed in these tables
Target sequence (Q6W5P4 whole entry, looked up): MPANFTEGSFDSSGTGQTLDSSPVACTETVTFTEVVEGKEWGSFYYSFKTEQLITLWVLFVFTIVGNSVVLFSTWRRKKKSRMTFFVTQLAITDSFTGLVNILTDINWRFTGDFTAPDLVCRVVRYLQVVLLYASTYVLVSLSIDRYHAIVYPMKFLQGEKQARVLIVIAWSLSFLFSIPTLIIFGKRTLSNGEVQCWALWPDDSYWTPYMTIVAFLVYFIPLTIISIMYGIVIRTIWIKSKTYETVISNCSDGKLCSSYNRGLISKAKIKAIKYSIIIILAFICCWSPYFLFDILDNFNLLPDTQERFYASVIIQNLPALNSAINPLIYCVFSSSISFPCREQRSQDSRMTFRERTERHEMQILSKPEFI
KinaseGlo FLuc: counter-screen: inhibitors of Kinase-Glo firefly luciferase; Q27757; Kinase-Glo luciferase, ATP luminescence, 8 min; Potency, µM (top dose mostly 38.3 µM), for inactives: at the highest dose activity change, negative = inhibition, most hits filed as inhibitors; 200,000 tested, 0.28% active; also: % is scaled to controls: 0 for no effect and ±100 for the full control effect; nearly all actives have a fitted effect of over 60% in size
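Compounds were added to a substrate mix at pH 7.2 (50 mM imidazole, 10 uM ATP, within the enzyme's linear range), followed by Kinase-Glo detection reagent; luminescence was measured after 8 minutes at ambient temperature.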
RECQ1 helicase: RECQ1 (human) helicase inhibition | P46063 | RECQ1 DNA unwinding, red fluorescence kinetic read | Potency, µM (doses to about 57.3 µM), for inactives: top-dose activity, negative = inhibition, hits mostly inhibitors | 240,000 tested, 0.54% active;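 also: plate controls were vehicle for no effect and no enzyme for full effect; nearly all actives have a fitted effect of over 30% in size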
Target sequence (P46063 whole entry, looked up): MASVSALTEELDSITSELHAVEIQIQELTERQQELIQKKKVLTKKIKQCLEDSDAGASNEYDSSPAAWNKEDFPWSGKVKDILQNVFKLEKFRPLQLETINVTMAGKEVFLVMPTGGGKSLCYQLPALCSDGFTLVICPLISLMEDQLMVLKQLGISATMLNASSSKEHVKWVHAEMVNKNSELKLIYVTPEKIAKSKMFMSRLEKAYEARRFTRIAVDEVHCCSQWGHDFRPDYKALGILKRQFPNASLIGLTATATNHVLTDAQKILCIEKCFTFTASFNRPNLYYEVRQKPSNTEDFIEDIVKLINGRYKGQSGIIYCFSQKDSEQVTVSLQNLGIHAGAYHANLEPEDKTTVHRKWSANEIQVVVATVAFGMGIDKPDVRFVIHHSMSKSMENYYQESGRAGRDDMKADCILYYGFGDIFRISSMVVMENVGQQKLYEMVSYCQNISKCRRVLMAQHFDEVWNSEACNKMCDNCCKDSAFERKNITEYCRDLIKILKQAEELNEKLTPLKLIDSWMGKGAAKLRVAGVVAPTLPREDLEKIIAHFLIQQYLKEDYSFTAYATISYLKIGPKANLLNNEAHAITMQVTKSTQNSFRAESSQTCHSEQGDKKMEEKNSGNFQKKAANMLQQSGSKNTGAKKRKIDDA
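RECQ1T1 50 nM; forked duplex (20 bp + 30-nt ss tails) 200 nM, ATP 2 mM final; pH 8.0, 2 mM MgCl2, 2.5 ug/ml poly(dI-dC); 15 min compound preincubation; discontinuous kinetic read over 2 h at RT.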
JMJD2E inh: inhibitors of human JMJD2E histone demethylase. Potency, µM (top dose mostly 57.1 µM), inactives show at the highest dose activity change, negative = inhibition, most hits filed as inhibitors. B2RXH2. 230,000 tested, 1.6% active. AID 2147. JMJD2E catalytic domain, FDH-coupled NADH fluorescence (FDH is formaldehyde dehydrogenase); active = well fitted inhibition curve with a large enough effect, not every such curve was filed as active; inconclusive = small, poorly fitted or top-dose-only effect, or another doubt; inactive = no such curve, though single readings can be large or run the other way;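 also: 0% = wells with enzyme and -100% = buffer wells without enzyme; nearly all actives have a fitted effect of over 50% in size; many of its hits are not listed in these tables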
GoLoco inh red: inhibitors of human Gai1-RGS12 GoLoco interaction (red fluorophore); P63096; 230,000 tested, 0.44% active; AID 880; Potency, µM (doses to about 61.6 µM), for the others: top-dose activity, negative = inhibition, usual class: inhibitors; Gai1:RGS12 GoLoco peptide FP, rhodamine, 10 min; active = well fitted inhibition curve with a large enough effect, not every such curve was filed as active; inactive = no such curve, though single readings can be large or run the other way; also: % is scaled to controls: 0 for no effect and ±100 for the full control effect; nearly all actives have a fitted effect of over 30% in size; many of its hits are not listed in these tables
Epigenetic derep: regulators of epigenetic silencing causing reporter derepression in mouse cells. 280,000 tested, 0.2% active. AID 1865. Potency, µM (highest dose often 53.9 µM), for inactives: top-dose GFP activation, most hits filed as activators. murine LDR cells, GFP reporter derepression, 30 h; also: % of control where 0% means no effect; nearly all actives have a fitted effect of over 60% in size
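Murine LDR cells bearing a silenced CMV-driven GFP reporter were exposed to compound for 30 h at 37 C. After PBS washes, GFP-positive cells (20-120 um objects) counted by laser-scanning microplate cytometry.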
SMN2 splice up: increases expression of the SMN2 splice variant; HEK293 SMN2-luciferase splicing reporter, luminescence, 30-36 h; AID 1458; 210,000 tested, 2.8% active; Potency, µM (doses to about 46.1 µM), for the others: at the top dose activity change, positive = activation, hits mostly activators; also: % of control where 0% means no effect; nearly all actives have a fitted effect of over 55% in size
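HEK293 cells carry an SMN2 […]–luciferase reporter in which exon 7 inclusion puts luciferase in frame. Cells were plated 10-12 h before compound addition, then incubated 30-36 h at 37C. ONE-Glo luminescence was read; sodium butyrate at 4.5 mM final served as control.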
Starred values were filed as active, the others as inactive; i = inactive; ? = inconclusive; / = no result given; & = joins results of further samples; [ ] = remark or other dose. Unless noted, calls follow the shape of the dose curve; as a rule, active = well fitted curve in the direction sought with a large enough effect; inconclusive = small, poorly fitted or top-dose-only effect, or another doubt; inactive = no such curve, though single readings can be large; an effect the other way counts as inactive or inconclusive. Potency is read from the fitted curve at half-maximal effect. Some of the compounds tested. The share of hits here may be higher or lower than overall.

entry	Structure	IMPase Li cell	NPSR antagonist	KinaseGlo FLuc	RECQ1 helicase
1	COc1ccccc1CNC(=O)C/C(C)=N/NC(=O)Cc1ccc(OC)c(OC)c1	7.5%	9.2%	-1.6%	-13.0%
2	CCCc1cc(=O)oc2cc(OCC(=O)N(C)C)c(Cl)cc12	-10.8%[38.3 µM]	-11.2%[46.1 µM]	-6.5%	-1.8%
3	COC(=O)C1=C(C)NC(C)=C([N+](=O)[O-])C1c1ccccc1C(F)(F)F (stereo unspecified)	9.8%&-3.3%&4.3%&3.0%	?	-1.9%&-0.8%	-5.2%&4.0%&-16.7%
4	CCn1nc(NC(=O)c2cccnc2)c2cc3ccccc3nc21	25.7%[38.3 µM]	-7.2%[46.1 µM]	3.4%	-1.0%
5	CN(C)NC(=O)C(NC(=O)c1ccccc1)C12CC3CC(CC(C3)C1)C2 (stereo unspecified)	-3.6%	11.6%	1.8%	0.8%
6	Cc1ccc(S(=O)(=O)N2CC3CCCC2C3)cc1 (stereo unspecified)	/	1.6%	/	-5.2%
7	CN(CCc1ccccn1)C(=O)CCNC(=O)Cn1cnc2ccccc2c1=O	3.5%[38.3 µM]	-5.4%[46.1 µM]	-1.5%	1.6%
8	O=C(CCNS(=O)(=O)c1ccc(Cl)cc1)N1CCN(Cc2ccccc2)CC1	-7.0%	11.6%	6.9%	3.5%
9	COc1ccc(-n2c(Cc3cccn3C)nnc2SCC(=O)Nc2ccc(C)cc2C)cc1	-1.5%	-20.6%	1.4%	1.4%
10	Cc1nn(-c2ccccc2)c(Cl)c1/C=N/O	-8.0%	1.6%	-2.7%	i
11	COc1ccccc1N(C(=O)NCc1ccccc1)C1=NCC(C)S1 (stereo unspecified)	28.0%[38.3 µM]	-29.7%[46.1 µM]	0.1%	-2.4%
12	Cn1c(SCC(O)c2ccccc2)nnc1-c1ccc2ccccc2c1 (stereo unspecified)	/	0.4%	/	-12.5%

entry	JMJD2E inh	GoLoco inh red	Epigenetic derep	SMN2 splice up
1	18.9%	8.5%	1.1%	11.7%
2	?	-0.3%	-1.7%	?
3	-3.5%&15.1%	8.4%&5.5%&3.5%&9.7%	-1.2%&0.0%&6.1%&-2.5%	-0.2%&-8.3%&-10.7%&-28.8%
4	?	15.1%	7.0%	-10.2%
5	-6.4%	61.0%[activator]	-1.9%	-10.7%
6	1.5%	3.5%	0.0%	/
7	1.9%	3.3%	0.0%	-1.9%
8	0.3%	46.4%[activator]	0.0%	-68.8%[inhibitor]
9	-7.0%	2.4%	-1.0%	-11.5%
10	3.0%	3.5%	-5.6%	?
11	0.1%	1.9%	1.0%	-11.1%
12	-13.4%	4.3%	1.2%	/

Record cards, from the list above. Order of screens: IMPase Li cell | NPSR antagonist | KinaseGlo FLuc | RECQ1 helicase | JMJD2E inh | GoLoco inh red | Epigenetic derep | SMN2 splice up
`CN(CCc1ccccn1)C(=O)CCNC(=O)Cn1cnc2ccccc2c1=O` across the screens: 3.5%[38.3 µM] | -5.4%[46.1 µM] | -1.5% | 1.6% | 1.9% | 3.3% | 0.0% | -1.9%
`CCCc1cc(=O)oc2cc(OCC(=O)N(C)C)c(Cl)cc12` across the screens: -10.8%[38.3 µM] | -11.2%[46.1 µM] | -6.5% | -1.8% | ? | -0.3% | -1.7% | ?
`O=C(CCNS(=O)(=O)c1ccc(Cl)cc1)N1CCN(Cc2ccccc2)CC1` across the screens: -7.0% | 11.6% | 6.9% | 3.5% | 0.3% | 46.4%[activator] | 0.0% | -68.8%[inhibitor]

(further entries)
entry	Structure	IMPase Li cell	NPSR antagonist	KinaseGlo FLuc	RECQ1 helicase
13	COC(=O)C1C2CCC(C2)C1C(=O)OCC(=O)c1ccccc1 (stereo unspecified)	-0.5%[38.3 µM]	-5.0%[46.1 µM]	1.8%	-11.4%
14	COc1ccc(N2CCn3c2nc2c3c(=O)n(CCCc3ccccc3)c(=O)n2C)cc1	-1.3%[38.3 µM]	-4.1%[46.1 µM]	-4.5%	i
15	CCC(=O)Nc1c2c(nc3c1CCC3)CCCC2	-5.3%[38.3 µM]	-9.4%[46.1 µM]	1.5%	-8.9%
16	O=C(NC1CCCCCC1)C1CC(=O)N(Cc2ccccc2)C1 (stereo unspecified)	-6.1%[38.3 µM]	-3.7%[46.1 µM]	12.6%	-8.2%
17	CCOc1ccc2nc(SCC(=O)NC3CCCc4ccccc43)sc2c1 (stereo unspecified)	3.8%	-19.4%	0.4%	0.0%
18	CC(=O)c1ccc(Nc2nc(NCCO)nc(OC(C(F)(F)F)C(F)(F)F)n2)cc1	2.1%	-40.4%	1.0%	-4.0%
19	COc1ccc(NC(=O)Nc2ccc3c(c2)CCC3)cc1OC	-4.1%	5.3%	-0.4%	i
20	O=C(/C=C/c1ccc(Cl)cc1)Nc1ccc(N2CCOCC2)cc1	2.1%	4.8%	-1.8%	i
21	CCOC(=O)c1sc2ncn(/N=C/c3ccc(O)c(OC)c3)c(=O)c2c1C	18.9%	-20.2%	1.5%	i
22	CCC(C)Nc1nc(N)c([N+](=O)[O-])c(NCCO)n1 (stereo unspecified)	/	24.0%	/	-3.8%
23	Cc1onc(C(=O)Nc2cccnc2Cl)c1[N+](=O)[O-]	-6.6%	17.6%	0.6%	-15.6%
24	OCCC1CN(Cc2ccc3c(c2)CCO3)CCN1C1CCCC1 (stereo unspecified)	26.4%	7.4%	-1.6%	i

entry	JMJD2E inh	GoLoco inh red	Epigenetic derep	SMN2 splice up
13	-5.8%	-0.6%	-1.2%	-3.3%
14	-5.2%	-0.3%	-0.7%	-3.8%
15	0.0%	6.5%	0.0%	1.6%
16	-6.0%	-6.6%	0.0%	-8.1%
17	2.6%	2.6%	-2.2%	-26.7%
18	-5.4%	18.1%	1.0%	4.0%
19	-4.2%	9.6%	0.0%[10.1 µM]	12.7%
20	3.6%	8.5%	-0.8%[10.1 µM]	-16.1%
21	118.1%[activator]	9.7%	-3.1%	-2.9%
22	2.0%	-4.0%	-6.1%	/
23	2.2%	4.9%	-4.1%	6.1%
24	1.0%	-0.6%	0.0%	-4.6%

Remaining list, next part:
entry	Structure	IMPase Li cell	NPSR antagonist	KinaseGlo FLuc	RECQ1 helicase
25	O=C(c1ccco1)N1CCN(c2ccc([N+](=O)[O-])cc2Cl)CC1	/	-28.5%	/	17.7%
26	Cc1cccc(-c2noc(-c3ccoc3C)n2)c1	7.6%	-8.2%	-24.6%	i
27	COc1ccccc1-c1ccc(/C=C2\C=CC(=O)O2)o1	/	-20.8%	/	?
28	COc1ccc(CN(C)C2c3ccccc3-c3ccccc32)cc1	/	-8.5%[46.1 µM]	/	-1.2%
29	COc1ccc(/C=N/OC(=O)Nc2ccc(Cl)cc2)c(OC)c1	/	-21.8%	/	i
30	CCOc1ccccc1N(C)C(=O)c1cc2c(=O)n(CC)c3ccccc3c2s1	/	-55.1%	/	-12.4%
31	CCCNC(=O)c1ccc(Cn2cc(C(F)(F)F)ccc2=O)cc1	3.7%	5.0%	0.1%	i
32	COc1ccc(/C=C/C(=O)Nc2cc(S(=O)(=O)N3CCOCC3)ccc2C)cc1OC	-0.3%	16.6%	-0.2%	-7.5%
33	CCCOP(=O)(c1ccc(N(C)C)cc1)C(O)c1cc(OC)c(OC)c(OC)c1 (stereo unspecified)	-7.9%[38.3 µM]	-22.2%[46.1 µM]	0.6%	-8.0%
34	CCC(C)(C)n1nnnc1C(c1ccc(C)cc1)N1CCN(Cc2ccc3c(c2)OCO3)CC1 (stereo unspecified)	4.3%	-15.0%[46.1 µM]	-1.0%	-3.1%
35	O=C1c2c(O)cc(O)cc2O[C@H](c2ccc(O)c(O)c2)[C@H]1O	/	1.9%	/	?
36	Cc1ccc(SC(C)C(=O)N2CCCC2)cc1 (stereo unspecified)	15.7%[38.3 µM]	5.1%[46.1 µM]	-1.7%	-3.4%

entry	JMJD2E inh	GoLoco inh red	Epigenetic derep	SMN2 splice up
25	-8.4%	-2.6%	0.0%	/
26	2.9%	-5.6%	-3.0%	?
27	?	39.5%[activator]	3.9%	/
28	-4.3%	/	-0.9%	/
29	-0.2%	-1.1%	1.9%	/
30	-0.2%	4.6%	0.0%	/
31	5.8%	11.8%	-0.2%	4.5%
32	?	2.5%	1.1%	21.3%
33	-3.7%	3.1%	0.9%	4.1%
34	-0.4%	-4.8%	-2.0%	7.9%
35	20µM*	-14.0%	2.1%	/
36	2.6%	1.8%	1.5%	-9.4%

Other structures.
entry	Structure	IMPase Li cell	NPSR antagonist	KinaseGlo FLuc	RECQ1 helicase
37	CCn1c(=O)cc(SCC(=O)NCCCN2CCN(c3ccc(F)cc3)CC2)c2ccccc21	-19.1%[38.3 µM]	?	1.8%	i
38	Cc1oc(-c2cccc(C(F)(F)F)c2)nc1CN1CCOCC1	9.5%	40.5%	-2.4%	19.8%
39	COC(=O)CSc1cc(C)nc(SC)n1	24.7%[38.3 µM]	-7.1%[46.1 µM]	-1.2%	i
40	CCC(CC)C(=O)Nc1c2c(nn1-c1ccc(OC)cc1)CS(=O)C2 (stereo unspecified)	15.0%[38.3 µM]	1.4%[46.1 µM]	-2.2%	-11.9%
41	Cc1cc(C(=O)CCC(=O)N2CCN(S(=O)(=O)c3cccs3)CC2)c(C)s1	-23.4%[38.3 µM]	-3.3%[46.1 µM]	14.4%	-8.7%
42	CCCCS(=O)(=O)/C=C/[C@H]1[C@H](S(=O)(=O)CCCC)[C@H]2C=C[C@@H]1C2	0.2%	8.1%[46.1 µM]	-1.4%	-6.0%
43	Cc1ccc(NC(=O)CCCSc2nc3ccccc3[nH]2)cc1	-1.4%	30.7%	-1.2%	-1.5%
44	COc1ccc(-c2c(C#N)c(N)nc3c2CCC3)cc1	4.9%	1.8%	-0.6%	i
45	O=C(COC(=O)c1ccc(O)cc1)NCCCc1ccccc1	3.6%	-9.4%	-1.6%	2.8%

entry	JMJD2E inh	GoLoco inh red	Epigenetic derep	SMN2 splice up
37	0.1%	-2.7%	-2.1%	-8.5%
38	-6.2%	21.3%	11.2µM*	/
39	10.0%	-1.9%	-1.2%	11.8%
40	9.3%	-12.1%	5.9%	-3.2%
41	2.5%	5.3%	-4.8%	-18.8%
42	1.7%	-4.7%	1.2%	-15.5%
43	6.8%	1.8%	-2.2%	-20.0%
44	?	-6.3%	-4.8%	-25.2%
45	2.8%	4.6%	1.6%	26.4%

Screens as filed in PubChem BioAssay.
